D1 antag – human D1 dopamine receptor antagonism; P21728; HEK293 TREx D1 cells, calcium flux, dopamine EC80; active compounds read low; activity change, negative = inhibition, % at 10 µM; hit rate 3.2% among 360,000; AID 504652; in the data active = activity change below about -30%; note: % is set by controls: 0 for no effect and ±100 for the full control effect
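HEK293 T-REx cells expressing inducible, force-coupled D1 receptor; no-wash Ca dye, 30–90 min RT. Cmpd → 180 s read at 1 Hz → EC80 DA → 180 s read.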
GRP78 ERSR act – ER stress response induction in glioma; U87-MG GRP78 promoter luciferase reporter, 16 h; Potency, µM, for inactives: top-dose activation, hits mostly activators; hit rate 0.02% among 420,000; AID 602332; note: potency is the fitted concentration of half-maximal effect; series mostly up to about 76 µM; % of control where 0% means no effect; nearly all actives have a fitted effect of over 35% in size
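ERSR induction read as luciferase luminescence (Bright-Glo, 10 min at room temperature) in stably transfected human U87-MG glioma cells exposed to compounds for 16 h, using GRP78 as sensor.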
D1 PAM – human D1 dopamine receptor positive modulation | HEK293 TREx D1 cells, calcium flux, dopamine EC20 potentiation | potentiation, % at 10 µM | hit rate 0.036% among 360,000 | AID 504651; in the data active = potentiation above about 30%; note: 0% is about no effect
Vif-A3F inh – inhibitors of Vif-A3F interaction; HeLa A3F-eYFP + Vif (tagged APOBEC3F with the HIV-1 protein that degrades it), YFP fluorescence increase; Potency, µM (top dose mostly 46.1 µM), without a hit: at the highest dose activity, negative = active; hit rate 0.2% among 390,000; note: potency is the fitted concentration of half-maximal effect; % of control where 0% means no effect; nearly all actives have a fitted effect of over 65% in size
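HeLa cells stably expressing A3F-eYFP plus Vif, plated and incubated overnight at 37 deg C, then exposed to compounds overnight at 37 deg C. Blocked degradation read as raised yellow fluorescence (Ex 488/Em 500-530).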
RXFP1 antagonist – blocks the human relaxin receptor RXFP1; activity change, negative = inhibition, % at 57.5 µM; hit rate 0.59% among 350,000; AID 1259400; Q9HBX9; HEK293-RXFP1, relaxin-stimulated cAMP HTRF, 30 min; active compounds read low;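 active = activity change of -60% or lower, but not beyond a set lower limit; inconclusive = change between -60% and -40%, or beyond the set limit; inactive = change above -40%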; note: % is set by controls: 0 for no effect and ±100 for the full control effect
D1 ag – human D1 receptor agonism. AID 504660. HEK293 T-REx D1 cells, calcium flux, agonist mode. hit rate 1% among 360,000. activation, % at 2 µM. P21728; in the data active = activation above about 30%; note: 0% is about no effect
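Agonism was scored from calcium flux recorded over 180 s (1 read/s) after pintool compound addition, following a 10-cycle baseline. Cells were inducible force-coupled HEK293 TREx D1, plated overnight at 30 C and loaded with no-wash calcium dye.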
RXFP1 agonist – RXFP1 (human) receptor agonism; Potency, µM (titrated, usually from 57.5 µM), inactives show top-dose activation, hits mostly activators; Q9HBX9; hit rate 0.3% among 370,000; AID 2676; HEK293T-RXFP1 cAMP TR-FRET, 30 min; response scale: percent of porcine relaxin response, buffer zero; note: potency is the fitted concentration of half-maximal effect; % is set by controls: 0 for no effect and ±100 for the full control effect; nearly all actives have a fitted effect of over 60% in size; many of its hits are not listed in these tables
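HEK293T cells stably expressing RXFP1 were pretreated with the PDE4 inhibitor Ro 20174, exposed to compounds for 30 min at 37C, lysed, and cAMP was read by TR-FRET. Data normalized to buffer (basal) and 29 nM porcine relaxin (100%).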
D2 potentiator – positive allosteric modulators of human D2 dopamine receptor. potentiation, % at 10 µM. hit rate 0.34% among 340,000. HEK293 T-REx D2, calcium flux, EC20 dopamine potentiation;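 active = potentiation over 3 SD above the plate norm, cut at about 30% in these data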; note: 0% is about no effect
Target sequence (P14416 whole entry, looked up): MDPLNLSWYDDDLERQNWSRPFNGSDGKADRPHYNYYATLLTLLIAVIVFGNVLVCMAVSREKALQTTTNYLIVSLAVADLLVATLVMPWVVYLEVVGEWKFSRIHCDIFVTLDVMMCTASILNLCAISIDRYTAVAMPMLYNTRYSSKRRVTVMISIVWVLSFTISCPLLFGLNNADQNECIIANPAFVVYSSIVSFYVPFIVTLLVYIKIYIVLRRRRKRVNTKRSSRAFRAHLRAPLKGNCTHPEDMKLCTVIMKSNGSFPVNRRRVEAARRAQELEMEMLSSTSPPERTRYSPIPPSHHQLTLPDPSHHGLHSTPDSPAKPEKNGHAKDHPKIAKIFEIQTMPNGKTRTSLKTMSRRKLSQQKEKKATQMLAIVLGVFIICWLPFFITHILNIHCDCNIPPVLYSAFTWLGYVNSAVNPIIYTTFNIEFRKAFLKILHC
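Calcium flux readout, no-wash dye, 1 read/s. Inducible HEK293 Trex D2 line, overnight 30 C. Compound alone 180 s (agonist flags), then EC20 dopamine, another 180 s to score potentiation.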
Vif-A3G inh – Vif-A3G binding inhibition. Q9HC16. HeLa A3G-eYFP + Vif (tagged APOBEC3G with the HIV-1 protein that degrades it), YFP fluorescence, overnight. Potency, µM (doses to about 46.1 µM), for inactives: top-dose activity, negative = active, usual class: inhibitors. hit rate 0.076% among 410,000. AID 602310;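 note: potency is the fitted concentration of half-maximal effect; % is set by controls: 0 for no effect and ±100 for the full control effect; nearly all actives have a fitted effect of over 60% in size; hits raise eYFP signal because A3G escapes Vif-driven loss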
Target sequence (Q9HC16 whole entry, looked up): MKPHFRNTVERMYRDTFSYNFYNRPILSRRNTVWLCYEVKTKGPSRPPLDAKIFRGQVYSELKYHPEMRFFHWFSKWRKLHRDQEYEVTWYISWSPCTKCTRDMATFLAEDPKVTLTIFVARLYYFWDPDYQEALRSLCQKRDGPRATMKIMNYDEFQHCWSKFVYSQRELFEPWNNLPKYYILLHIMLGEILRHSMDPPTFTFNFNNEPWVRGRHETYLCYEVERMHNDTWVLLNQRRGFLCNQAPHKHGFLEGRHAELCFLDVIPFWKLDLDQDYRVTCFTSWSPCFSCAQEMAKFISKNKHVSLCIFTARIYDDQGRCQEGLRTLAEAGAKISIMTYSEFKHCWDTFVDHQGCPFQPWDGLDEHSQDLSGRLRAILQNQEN
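Read-out is eYFP fluorescence (Ex 488/Em 500-530) from Vif-expressing HeLa A3G-eYFP cells; more signal means A3G escaped Vif-mediated degradation. Cells plated overnight, compound pinned in, incubated overnight at 37 deg C.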
The depositor's hits bear a star; u = inconclusive; x = not tested or not shown. Unless noted, calls come from the whole dose curve; as a rule, active = well fitted curve in the direction sought with a large enough effect; inconclusive = small, poorly fitted or top-dose-only effect, or another doubt; inactive = no such curve, though single readings can be large; an effect the other way counts as inactive or inconclusive.

SMILES	D1 antag	GRP78 ERSR act	D1 PAM	Vif-A3F inh	RXFP1 antagonist	D1 ag	RXFP1 agonist	D2 potentiator	Vif-A3G inh
CC(C)(C)c1ccc(OCCn2cc(C(=O)c3ccco3)c3ccccc32)cc1	-3.1	-5.0%	-4.7	3.3%	-19.3	7.2	0.6%	-7.0	0.5%
O=c1nccc(N/N=C/c2ccccc2)[nH]1	-6.1	0.1%	1.6	0.7%	-0.9	3.3	0.0%	8.8	-2.1%
CN(CC(=O)Nc1ccccc1Cl)C(=O)c1ccc(Cl)c(S(=O)(=O)N2CCCCCC2)c1	x	-2.4%	x	-8.2%	1.5	x	x	x	-0.4%
COc1ccc(N(CC(=O)N2CCN(C)CC2)S(=O)(=O)c2ccccc2)cc1	6.4	1.7%	-2.4	u	-10.4	1.3	0.8%	19.3	-3.1%
COc1ccccc1OCCn1cc(/C=C(\C#N)C(=O)NCc2cccs2)c2ccccc21	-3.5	-1.3%	15.3	-12.6%	10.5	6.4	-1.3%	-10.3	0.9%
O=C1CSC(=S)N1Cc1ccccc1	x	-2.1%	x	-16.5%	5.4	x	x	x	-9.1%
COc1ccc(Cl)cc1-c1nc(SCC(=O)NC(C)C)n[nH]1	-11.6	-1.2%	0.6	5.3%	-7.5	0.5	0.0%	-5.0	2.0%
CCn1cc(CN2CCC(n3nccc3NC(=O)CCOc3ccccc3)CC2)c(C)n1	-7.5	1.4%	2.1	-3.2%	-0.2	3.5	1.7%	1.8	1.1%
CCOC(=O)c1c(C)n(O)c2ccc(Cl)cc2c1=O	-8.7	-2.8%	-7.1	-9.9%	18.7	1.6	8.5%	3.8	2.9%
O=C1C2C3C=CC(C3)C2C(=O)N1Nc1ccccc1 (configuration not stated)	1.1	-2.2%	-7.6	3.9%	13.7	1.1	-3.7%	-8.8	-5.8%
COc1cccc(/C=N/NC(=O)c2ccc(=O)[nH]n2)c1O	-20.0	-0.3%	-5.7	-1.5%	-1.7	2.0	-1.7%	-1.5	-14.1%
Cc1ccc(S(=O)(=O)N2CCN(C(=O)CC3CCCC3)CC2)cc1	-6.8	-2.3%	-1.8	-2.0%	12.8	0.6	1.3%	-3.0	-0.4%
Cc1ccc(C2CC(=O)NC3=C2C(=O)CCC3)cc1Br (configuration not stated)	-26.5	-3.8%	-11.8	0.6%	-7.1	18.0	-4.0%	-0.8	-1.8%
Cc1cn2c(=O)cc(COC(=O)c3cccc(NC(=O)c4ccccc4Cl)c3)nc2s1	3.7	-1.3%	-0.4	-13.5%	4.5	1.9	4.9%	0.9	0.1%
CCOC(=O)N1CCN(CC(=O)Nc2c(C(=O)OC)[nH]c3cccc(Cl)c23)CC1	-12.1	3.0%	3.8	-0.7%	-5.4	-1.4	0.6%	-5.9	-0.7%
CC(O)[C@H]1CNC(=O)C(=O)N1CCCCC1CCCCC1 (some centres not stated)	1.6	-2.9%	-3.1	2.8%	x	3.1	0.0%	4.3	-0.5%
Cc1ccc(S(=O)(=O)Nc2nc3ccccc3nc2NCC2CCCO2)c(C)c1 (configuration not stated)	-13.5	-2.4%	-2.9	5.5%	-16.5	-0.9	11.5%	-1.0	4.3%
O=C(Nc1ccc(Cl)c(Cl)c1)Nc1nc(-c2ccccc2)cs1	-13.1	-3.9%	-11.6	-15.4%	-2.6	2.8	-0.2%	3.3	-0.6%
COc1ccc2c(c1)c(C(=O)CN1CCN(c3ccccc3)CC1)c(C)n2C	1.3	-1.0%	1.9	-7.6%	-1.1	1.0	2.3%	-10.7	-1.1%
COc1ccc(C(C)=O)cc1CSc1nnc(Nc2ccc(C)cc2C)s1	-12.5	-4.2%	1.3	9.3%	4.7	5.1	1.5%	-5.9	1.3%
O=C(COc1cccc(OC(F)F)c1)Nc1ccc(SC(F)F)cc1	-26.0	-4.6%	-10.3	-9.6%	-13.0	10.5	3.3%	-12.3	-6.5%
COc1cc(C(=O)Nc2cccc(-c3nc4ncccc4o3)c2C)cc(OC)c1OC	15.0	1.9%	-7.0	-3.4%	-12.1	0.8	6.8%	8.6	-7.3%
NS(=O)(=O)c1ccc(N=Nc2ccc(=O)[nH]c2O)cc1	8.3	-0.9%	1.2	16.1%	-0.5	0.2	0.2%	5.3	2.1%
COc1ccc(NC(=O)C2(c3ccc(NC(=O)c4ccc(OC(C)=O)cc4)cc3)CCCC2)cc1	-8.8	1.2%	-2.9	-6.8%	-2.1	2.1	1.1%	-1.3	-4.8%
COc1cc(NS(=O)(=O)c2ccc(Br)s2)cc(OC)c1	-18.4	-2.2%	1.8	-2.8%	-11.1	5.2	0.0%	-8.5	-8.3%

Next part:
SMILES	D1 antag	GRP78 ERSR act	D1 PAM	Vif-A3F inh	RXFP1 antagonist	D1 ag	RXFP1 agonist	D2 potentiator	Vif-A3G inh
CCn1cc(/C=C(\NC(=O)c2ccccc2OC)C(=O)N2CCN(C)CC2)c2ccccc21	16.9	-0.8%	2.8	-10.0%	-16.0	1.8	1.0%	5.7	3.5%
O=C(NCC1CC1)C1(S(=O)(=O)c2ccccc2)CC=CC1	1.8	-3.4%	1.8	0.1%	x	1.3	-1.0%	-3.2	1.6%
Cc1cc(=O)oc2cc(Oc3ccc(C(N)=O)cc3[N+](=O)[O-])ccc12	-4.1	-1.2%	-1.1	-3.2%	-7.1	2.9	-0.5%	-3.5	1.7%
CCCC(=O)NC(=S)Nc1cccc(Cl)c1N1CCCCC1	23.6	-3.4%	-1.0	-29.1%	-19.2	9.8	0.4%	0.2	2.7%
CC(C)NC(=O)C1CCN(C2CCN(C(=O)c3cc4c(s3)CCCCC4)CC2)CC1	1.5	-1.5%	-2.8	-3.2%	-5.2	1.6	0.5%	2.6	4.1%
Cc1ccc(N(CC(=O)Nc2ccc(S(=O)(=O)N3CCOCC3)cc2)S(C)(=O)=O)cc1C	-12.1	-2.5%	3.8	5.8%	-17.3	1.8	1.3%	5.8	-5.6%
C=CCn1c(-c2oc3nc(-c4ccccc4)cc(-c4ccccc4)c3c2N)n[nH]c1=S	1.7	-0.4%	-3.1	u	x	9.1	12.5%	x	-5.9%
COC(=O)c1ccc(OC(=O)CCS(=O)(=O)c2ccc(C)cc2)cc1	-18.9	-3.6%	5.8	3.9%	-12.0	0.3	-0.7%	-8.3	-1.0%
CCCCN(C)C(=O)CCC(=O)Nc1ccc2nc(N3CCOCC3)cc(C)c2c1	10.5	2.4%	3.9	-1.9%	-7.8	0.5	2.6%	15.4	-3.7%
Cc1ccc(NC(=O)CNc2ccc(OC(C)C)cc2)c(C)c1	-9.3	0.7%	-3.2	7.0%	-24.3	-0.3	-3.1%	0.0	-0.5%
O=C(NCC1(c2ccccc2)CCOCC1)c1cccs1	21.3	-0.9%	-4.3	4.3%	2.0	4.6	1.1%	-5.5	-1.1%
O=C(CCCNC(=O)c1ccc(Cl)cc1)Nc1ncccc1O	-3.7	9.5%	-1.6	1.3%	8.3	1.7	-0.7%	12.0	2.6%
CCOc1ccc(OCC(=O)N(CCC2=CCCCC2)c2c(N)n(Cc3ccccc3)c(=O)[nH]c2=O)cc1	8.7	x	-4.6	x	x	2.6	-0.2%	-1.4	x
COC(=O)c1c(NC(=O)COc2ccc(Cl)cc2Cl)sc2c1CC(C)(C)NC2(C)C	14.3	-0.3%	0.5	-9.5%	-4.5	6.3	6.7%	4.1	1.7%
CCOC(=O)c1nc(Nc2ccc(C)cc2)c2ccccc2n1	7.3	2.5%	-1.5	7.3%	-8.8	-0.8	4.4%	0.7	2.5%
COc1ccc(C(=O)OCCN2C(=O)c3ccccc3C2=O)cc1OC	x	0.4%	x	2.5%	14.4	x	x	x	-4.7%
CCCn1nc(C(=O)N2CCc3ccccc32)c2ccccc2c1=O	-2.1	-0.8%	-1.4	-4.2%	-1.2	1.1	3.2%	8.8	-8.4%
COC(=O)C(CCSC)NC(=O)C12CC3CC(CC(C3)C1)C2 (configuration not stated)	2.6	-4.3%	-1.1	0.8%	11.4	-0.1	-0.1%	-9.2	1.0%
Nc1ccc(C(=O)N/N=C/c2ccccc2)cc1	4.9	-5.4%	-1.8	7.2%	-4.9	0.4	2.6%	-1.2	-0.8%
O=C(Cn1c2ccc(F)cc2c2nc3n(c(=O)c21)CCS3)Nc1ccc(Cl)cc1F	29.6	-6.0%	4.3	u	-19.6	3.5	18.1%	6.8	u
CCOc1ccccc1C(=O)Nc1ccc(S(=O)(=O)Nc2nc(C)cc(C)n2)cc1	-1.5	-3.1%	-3.9	-0.7%	10.1	1.2	u	-5.0	4.4%
C=CCOc1cccc(CNc2ccc3[nH]c(=O)[nH]c3c2)c1	-14.5	-4.6%	-7.0	-11.4%	-5.9	4.3	0.5%	-9.2	-3.6%
CCC(NC(=O)c1ccccc1NC(=O)c1ccccc1)C(=O)NNC(=O)CSc1nc2ccccc2o1 (configuration not stated)	6.8	1.1%	-3.1	-17.2%	-11.9	1.2	0.4%	-18.7	3.6%
O=C(O)c1ccc2c(=O)n(-c3ccccc3F)c(=S)[nH]c2c1	-14.0	-4.6%	1.6	-5.5%	5.9	0.5	0.3%	x	3.4%
O=C(COC(=O)c1cccc(NC(=O)c2ccc(Br)cc2)c1)c1ccc(Br)cc1	-24.7	-3.5%	0.6	-7.7%	10.6	5.3	20.8%	11.6	-0.8%
C[C@@H]1C=C(C(=O)NCc2nc3ccccc3[nH]2)O[C@H](OCc2ccc(CO)cc2)C1	-8.8	-2.6%	-4.8	5.6%	x	2.9	0.0%	-2.4	-0.3%
COC(=O)Cc1cc(=O)n(-c2nc3ccccc3[nH]2)[nH]1	-17.9	-3.9%	-3.7	0.9%	7.3	-0.7	-0.9%	24.5	-8.3%
COc1ccc(-n2cc(CN(C)C3CCOCC3)c(-c3cccc(F)c3)n2)cc1	5.6	-0.2%	4.8	-0.4%	u	1.5	1.4%	-0.9	4.1%
CCCCNc1nc(Oc2ccc(OCC)nn2)nc(N2CCOCC2)n1	-7.2	x	0.6	x	-9.5	5.1	6.1%	5.5	x
CC(C)CC(C(=O)N1CCOCC1)N1Cc2ccccc2C1=O (configuration not stated)	-4.8	-5.4%	-2.2	1.2%	2.7	2.0	0.9%	10.8	3.0%

Not all compounds are listed. The share of hits here may be higher or lower than overall.
